Screening results (PubChem)
KAT2A inh – inhibitors of human GCN5L2 histone acetyltransferase; Q92830; GCN5L2 HAT assay, ThioGlo1 CoA-SH fluorescence; Potency, µM (top dose mostly 58.9 µM), for the others: at the highest dose activity change, negative = inhibition, most hits filed as inhibitors; 390,000 compounds, 0.21% hits
Target sequence (Q92830 whole entry, looked up): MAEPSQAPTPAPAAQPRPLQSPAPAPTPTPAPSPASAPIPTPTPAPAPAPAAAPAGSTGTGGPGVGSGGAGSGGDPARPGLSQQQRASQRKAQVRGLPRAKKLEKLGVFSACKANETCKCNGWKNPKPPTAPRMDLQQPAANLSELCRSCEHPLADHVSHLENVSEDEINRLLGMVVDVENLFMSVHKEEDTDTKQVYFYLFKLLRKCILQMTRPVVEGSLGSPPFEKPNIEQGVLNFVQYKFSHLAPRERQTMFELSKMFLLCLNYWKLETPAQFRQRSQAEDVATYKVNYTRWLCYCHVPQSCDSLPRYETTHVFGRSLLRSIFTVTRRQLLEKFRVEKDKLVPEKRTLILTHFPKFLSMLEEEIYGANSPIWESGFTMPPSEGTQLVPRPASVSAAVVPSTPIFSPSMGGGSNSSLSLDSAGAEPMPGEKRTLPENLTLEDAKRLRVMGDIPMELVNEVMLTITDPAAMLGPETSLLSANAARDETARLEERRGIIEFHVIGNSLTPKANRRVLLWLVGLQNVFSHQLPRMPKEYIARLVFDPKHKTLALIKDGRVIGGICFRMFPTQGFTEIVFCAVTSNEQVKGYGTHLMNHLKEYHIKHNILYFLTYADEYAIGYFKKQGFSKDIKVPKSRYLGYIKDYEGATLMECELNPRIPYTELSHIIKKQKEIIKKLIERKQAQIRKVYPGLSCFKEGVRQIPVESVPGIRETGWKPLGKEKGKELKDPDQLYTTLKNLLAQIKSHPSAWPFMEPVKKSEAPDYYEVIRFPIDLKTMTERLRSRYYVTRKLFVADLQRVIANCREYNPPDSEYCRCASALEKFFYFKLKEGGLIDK
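Preincubate 20nM GCN5L2 with compound 15 min, RT → add 50uM ThioGlo1 + 75uM H3(1-25) + 70uM acetyl-CoA → read fluorescence 0 and 20 min. Primary qHTS; fluorescent artifacts likely.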
DT40 TDP1 CPT – growth inhibition of DT40 Tdp1-/-;hTDP1 cells with camptothecin (screen for TDP1 inhibitors). Potency, µM (series often up to 46.2 µM), inactives show at the top dose activity change, negative = growth inhibition, usual class: inhibitors. chicken DT40 Tdp1-/-;hTDP1 cells + 20 nM CPT, ATP luminescence, 48 h. 420,000 compounds, 12% hits. AID 686979; note: nearly all actives have a fitted effect of over 55% in size
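Chicken DT40 Tdp1-/- cells stably complemented with human TDP1 were seeded at 400 cells/well in medium containing 20 nM camptothecin, exposed to pin-transferred compounds, and grown at 37 °C for at least 48 hr. Viability was read as ATP luminescence.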
DT40 TDP1 no CPT – qHTS for Inhibitors of human tyrosyl-DNA phosphodiesterase 1 (TDP1): qHTS in cells in absence of CPT; 420,000 compounds, 15% hits; Potency, µM (doses to about 46.2 µM), inactives show at the top dose activity change, negative = growth inhibition, actives largely listed as inhibitors; DT40 Tdp1-/- hTDP1 cells, no CPT, ATP luminescence, 48 h; note: nearly all actives have a fitted effect of over 55% in size
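DT40 Tdp1-/-;hTDP1 cells, no CPT (DMSO vehicle only), 400 cells/well; compounds pin-transferred; ≥48 hr, 37 °C; CellTiter-Glo 30 min RT dark, luminescence read.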
* = called active by the depositor; ? = inconclusive; / = no result given; & = joins results of further samples; [ ] = another dose, or the depositor's remark. Calls come from the whole dose curve; as a rule, active = well fitted curve in the direction sought with a large enough effect; inconclusive = small, poorly fitted or top-dose-only effect, or another doubt; inactive = no such curve, though single readings can be large; an effect the other way counts as inactive or inconclusive. % is set by controls: 0 for no effect and ±100 for the full control effect; potency is the fitted concentration of half-maximal effect. This is a subset; count on the stated rates, not on these rows.

SMILES	KAT2A inh	DT40 TDP1 CPT	DT40 TDP1 no CPT
COc1ccc(C2c3[nH]c4ccccc4c3C[C@H]3C(=O)N(CCCO)CC(=O)N23)c(OC)c1 (some centres undefined)	-3.7%	-9.5%	-12.5%
O=C(Nc1ccccc1Br)c1ccc2nccnc2c1	-8.3%	?	?
N#C/C(=N/Nc1ccccc1F)C(=N)N1CCOCC1	-15.5%	?	-11.2%
CS(=O)(=O)NCc1ccc(C(=O)NCc2ccccc2)cc1	-7.9%	-1.8%	-11.1%
COC(=O)c1nn(-c2cccc(C(F)(F)F)c2)ccc1=O	-0.8%	-23.8%	21.4%
COc1ccc(CCNC(=O)Cn2nnc(-c3ccc(N(C)C)cc3)n2)cc1OC	-6.0%	?	?
COC(=O)CN1CCN(C(=O)c2ccc(F)cc2)c2ccccc2C1	0.4%	1.9%	-10.8%
CCOC(=O)c1c(NC(=O)COc2ncnc3ccccc23)sc(C(C)=O)c1C	-0.5%	13µM*	13µM*
O=C(Nc1ccc(Cl)cc1)C1Cc2c(-c3ccccc3)ccnc2O1 (centres undefined)	/	?	?
COC(=O)c1c(NC(=O)CN2CCN(Cc3ccc4c(c3)OCO4)CC2)sc(C)c1C	-6.9%	?	?
COc1ccc(OCc2nc3ccccc3n2C(C)C)cc1	-2.3%	-3.9%	?
CC(=O)C(=Nc1cccc(Cl)c1)NNc1ccccc1C	/	?	14.6µM*
Cc1cc(NC(=O)C(C)C)ncc1NC(=O)Cc1ccccc1	-3.4%	1.3%	4.1%
COCCNC(=O)CN(c1cc(Cl)ccc1OC)S(=O)(=O)c1ccc(C)c([N+](=O)[O-])c1	-2.6%	4.1%	-11.7%
CC1CCN(C(=O)c2ccc(S(=O)(=O)N3CCOCC3)cc2)CC1	-3.6%	3.5%	-7.5%
Cc1cc(N/N=C/c2ccc(O)cc2)c2cccc(C)c2n1	-15.3%	?	?
CC(=O)Nc1cccc(Nc2nc(-c3cccs3)nc3ccccc23)c1	-11.7%	16.4µM*	8.2µM*
Cc1[nH]c2ccccc2c1C(=O)C(C)OC(=O)C1CCC1 (centres undefined)	-4.3%	0.4%	-27.6%
COc1cc(CN2CCN(c3ncccn3)CC2)cc(OC)c1	-4.6%	-4.5%	-2.0%
Cc1ccc2nc(-c3ccccc3)c(CC3CCCCC3)n2c1	/	?	?
O=C(CN1CCOCC1)OCCCc1ccccc1	-2.7%	-5.4%	-4.1%
O=c1ccnc(Nc2ccc(Cl)cc2)[nH]1	-1.4%	?	?
CCOc1ccc2nc(S(=O)(=O)NC(=O)C3(C)CCN3C(=O)c3cccc(F)c3)sc2c1 (centres undefined)	/	-17.4%	1.0%
CC(C)c1ccc(NC(=O)C2(C)Cc3ccccc3C(=O)O2)cc1 (centres undefined)	-4.5%	?	?
CCC(CO)N=CC1=C(O)C(C(=O)c2ccccc2)CCC1=O (centres undefined)	-1.6%	?	-24.4%
C(=N\n1cnnc1)/c1cccn1-c1ccccc1	-6.9%	-4.8%	?
CN(C)c1ccc(S(=O)(=O)N(C)C)cc1NC(=O)Cc1cccc2ccccc12	-11.1%	?	?
COc1ccc(-c2nnn(CC(=O)N(CC3CCCO3)C(C(=O)NC(C)(C)C)c3ccco3)n2)cc1OC (centres undefined)	-2.2%	-5.4%	-29.0%
Cc1cc(/C=C/C(=O)O)c(C)n1-c1ccc(Cl)cc1	-0.5%	1.2%	1.2%
CCCCCc1ccc(-c2ccc(OC)cc2)nc1	2.4%	0.5%	-25.0%
COc1ccc(CCNC(=O)CSc2nc(C)cc(C)n2)cc1OC	3.6%	7.5%	10.9%
Cc1c(C(=O)Nc2ccc(F)cc2)nnn1-c1cccc(C(F)(F)F)c1	-5.6%	7.31µM*	9.2µM*
O=C(Nc1cc(C(F)(F)F)ccc1Cl)C(Sc1ccccn1)c1ccccc1 (centres undefined)	2.5%	?	?
Cc1ccccc1-c1cc(C(=O)Nc2sc(C)c(C)c2C(N)=O)c2ccccc2n1	-11.9%	16.4µM*	18.4µM*
CCN(CC)C(=O)Cn1cc(C(=O)C(=O)N(C)C2CCN(C)CC2)c2ccccc21	0.5%	-11.7%	-0.1%
Cc1ccc(Oc2cc(-n3nc(C)cc3C)ncn2)cc1	-4.7%	?	-29.9%
O=C(Cn1nnc(-c2cccs2)n1)NCc1cccs1	-7.0%	0.1%	-3.6%
CCN(C[C@H]1N[C@@](CC)(C(=O)OC)[C@H]2C(=O)N(Cc3ccccc3)C(=O)[C@@H]12)S(=O)(=O)c1ccc(OC(F)(F)F)cc1	-11.3%	?	16.4µM*
CCCOc1ccccc1NC(=O)c1c(-c2ccccc2)noc1C	-27.6%	?	8.2µM*
O=C(O)CN1C(=O)/C(=C\c2ccc(OC(=O)c3ccco3)cc2)SC1=S	-8.8%	-20.5%	-11.5%
CC(c1nnc(SCC(=O)Nc2cccnc2Cl)n1-c1ccccc1)N(C)C (centres undefined)	3.5%	8.8%	12.7%
O=C(CC1C(=O)NCCN1Cc1ccccc1)NC1CCCCCC1 (centres undefined)	-8.6%	-23.4%	-6.8%
COc1cc(C(=O)NC(=S)NNC(=O)c2ccc3c(c2)OCO3)cc(OC)c1OC	-25.7%	?	?
C/C(O)=C(/N=O)C(=O)Nc1ccccc1	3.3%	-2.2%	-1.6%
CC[N+](CC)(CC)CCOc1ccc(/C=C/c2ccccc2)cc1	-23.5%&-24.3%	4.61µM*	2.59µM*
COc1cc2c(-c3ccc(C)cc3)nc3c(c(C)nn3-c3ccccc3)c2cc1OC	-3.1%	1.4%	1.6%
COc1ccc(N2CCN(C(=O)CCCn3c(=O)[nH]c4cc(Cl)ccc4c3=O)CC2)cc1	-13.3%	?	?
c1ccc(CSC2=NCCCN2)cc1	-1.3%	3.5%	-0.4%
CCN(CC(=O)NCc1cccs1)C(=O)/C=C/c1ccc(C)cc1	1.3%	-23.4%	1.0%
O=[N+]([O-])c1ccc(CNc2ccc(F)cc2)s1	-16.6%	-14.0%	?
Cc1ccc(-n2ncc(C(=O)NCc3ccccc3)c2C2CCN(C(=O)OC(C)(C)C)CC2)cc1	0.8%	20.6µM*	?
O=S(=O)(Nc1ccccc1N1CCOCC1)c1ccc(Cl)s1	-1.0%	-7.5%	-17.2%
COc1ccccc1-c1nnc(NC(=O)c2ccc3ncsc3c2)o1	-8.3%	?	?
CCC(C)Sc1nc2c(c(=O)[nH]c(=O)n2C)n1Cc1ccc(Cl)cc1 (centres undefined)	-1.0%	?	?
C[C@@H](c1ccccc1)N1C[C@@H](COCc2ccccc2)Oc2cc(N3CCC[C@H]3C(N)=O)ccc2S1(=O)=O	/	?	?
CN(C)c1nc(Cl)nc(NCCOc2ccccc2)n1	-2.5%	-0.2%	-1.1%
CC(=O)c1ccc(OCCCC(=O)NCC(c2ccco2)N(C)C)cc1 (centres undefined)	-0.5%	-10.8%	?
Nc1c(C(=O)NCc2ccco2)nnn1-c1ccccc1	1.7%	8.9%	-17.0%
Cc1cc(N2CCN(Cc3cn(C)nc3-c3cccc(Cl)c3)CC2)cc(C)n1	31.4%[activator]	5.17µM*	5.8µM*
Cc1cc(NC(=O)CCC(=O)N(CC(=O)NCC2CCCO2)c2cccc(C)c2C)no1 (centres undefined)	-5.0%	0.5%	-1.9%

An excerpt from above, showing only DT40 TDP1 CPT.
canonical_smiles	DT40 TDP1 CPT
CN(C)c1nc(Cl)nc(NCCOc2ccccc2)n1	-0.2%
CC(=O)c1ccc(OCCCC(=O)NCC(c2ccco2)N(C)C)cc1 (centres undefined)	-10.8%
Nc1c(C(=O)NCc2ccco2)nnn1-c1ccccc1	8.9%

More results.
SMILES	KAT2A inh	DT40 TDP1 CPT	DT40 TDP1 no CPT
Cc1cccc(OC(C)C(=O)N2CCCc3ccccc32)c1 (centres undefined)	2.2%	?	?
CCOc1ccccc1NC(=S)NC1CCCCC1	9.3%	-15.8%	?
CCOc1ccccc1NC(=O)COc1ccc2c(c1)OCO2	-2.6%	-1.9%	-28.1%
OC(c1ccccc1)c1nc(-c2cncnc2)cs1 (centres undefined)	/	9.3%	-10.1%
Cc1ccc(NCCC(=O)c2cccc([N+](=O)[O-])c2)c(C)c1	-7.4%	8.2µM*	10.3µM*
Cc1nnc(NC(=O)CSc2nnc(CNC(=O)c3ccccc3F)n2C(C)C)s1	/	-6.9%	-15.8%
COc1ccc(Cl)cc1NC(=O)Nc1ccc(Br)cn1	-5.7%	?	?
O=C(OCC(=O)N1CCCc2ccccc21)c1cccc(C(F)(F)F)c1	-14.3%	-8.0%	-0.4%
Cc1ccc(C2CN(c3ccccc3)CC2C(=O)c2ccc(F)cc2)cc1 (centres undefined)	-5.5%	?	?
FC(F)(F)c1cc(-c2ccco2)nc(NCc2ccc(Cl)cc2)n1	-8.6%	?	?
COc1ccc(OC)c(NC(=S)NCCSc2ccc(C)cc2)c1	-9.0%	?	16.4µM*
COc1ccc(-c2cc(C(F)F)n3ncc(C(=O)N4CCN(C(=O)c5ccco5)CC4)c3n2)cc1	-8.1%	?	?
COc1cc([N+](=O)[O-])ccc1NC(=O)COC(=O)C1=NN(c2ccccc2)C(=O)CC1	-0.3%	0.2%	-7.8%
Cc1ccc(CNC(=O)c2ccc(COc3ccccc3)cc2)cc1	-8.2%	-18.1%	?
COc1ccccc1NC(=O)CN1CCN(C2c3ccccc3-c3ccccc32)CC1	-8.4%	18.4µM*	20.6µM*
COc1cccc(Cl)c1NC(=O)N1CCN(c2ccnc3cc(Cl)ccc23)CC1	-7.1%	?	23.1µM*
CCOc1ccc(CCNC(=O)C2CCCN(S(=O)(=O)N3CC(C)CC(C)C3)C2)cc1OCC (centres undefined)	-4.4%	?	?
COc1ccc(-c2cn3c(n2)sc2cc(C(=O)NC(C)C45CC6CC(CC(C6)C4)C5)ccc23)cc1 (centres undefined)	-8.4%	?	?
O=C(OCc1ccc([N+](=O)[O-])cc1)C1CC(=O)N(Cc2ccccc2Cl)C1 (centres undefined)	-6.1%	-5.0%	-29.7%
CCN1C(=O)/C(=C\N(C)C)S/C1=N\S(=O)(=O)c1ccc(C)cc1	-12.4%	4.7%	-2.6%
O=C(Cn1c(=O)oc2ccccc21)Nc1ccc(F)c(F)c1	3.2%	-4.7%	-19.6%
COc1ccc(OC)c(C(=O)CSc2nc3c(c(=O)n(C)c(=O)n3C)n2C(C)C)c1	2.1%	-20.2%	?
OCCCc1n[nH]c(=S)n1-c1ccccc1	1.2%	25.7%	28.1%
Cc1ccccc1-c1noc(-c2ccc(N3CCN(C)CC3)c([N+](=O)[O-])c2)n1	-12.9%	16.4µM*	13µM*
CN1CCN(C(=O)Nc2ccc([N+](=O)[O-])cc2)CC1	-5.5%	-9.2%	21.8%
CCOC(=O)c1c(SC)nc(SC)c2c1CCC2	0.4%	-17.5%	-18.0%
CCN(Cc1cc(=O)n2cc(Cl)c(C)c(Cl)c2n1)Cc1nc2ccccc2c(=O)[nH]1	-11.3%	-6.6%	18.4µM*
Cc1ccccc1Nc1nc(N)nc(COC(=O)CC2CC3CCC2C3)n1 (centres undefined)	-12.5%	?	?
O=C(CN1C(=O)C2CC=CCC2C1=O)Nc1ccc(F)cc1F (centres undefined)	2.2%	3.0%	16.6%
Cc1nn(Cc2noc(C(=O)NCCCn3ccnc3)n2)c(C)c1Br	-6.3%	-1.0%	10.4%
COc1ccc(Cc2nnc(Cl)c3ccccc23)cc1OC	12.5%	-6.8%	6.6%
Cn1cc(Cl)c(-c2n[nH]c(=S)n2-c2ccccc2)n1	-4.3%	-7.1%	-10.2%

Exported with bars between the fields: entries from further up.
Molecule | KAT2A inh | DT40 TDP1 CPT | DT40 TDP1 no CPT
CCN(Cc1cc(=O)n2cc(Cl)c(C)c(Cl)c2n1)Cc1nc2ccccc2c(=O)[nH]1 | -11.3% | -6.6% | 18.4µM*
Cn1cc(Cl)c(-c2n[nH]c(=S)n2-c2ccccc2)n1 | -4.3% | -7.1% | -10.2%
Cc1nn(Cc2noc(C(=O)NCCCn3ccnc3)n2)c(C)c1Br | -6.3% | -1.0% | 10.4%
CN1CCN(C(=O)Nc2ccc([N+](=O)[O-])cc2)CC1 | -5.5% | -9.2% | 21.8%
Cc1ccccc1Nc1nc(N)nc(COC(=O)CC2CC3CCC2C3)n1 (centres undefined) | -12.5% | ? | ?
O=C(CN1C(=O)C2CC=CCC2C1=O)Nc1ccc(F)cc1F (centres undefined) | 2.2% | 3.0% | 16.6%
